Pf gametocyte = P. falciparum stage V gametocyte viability inhibition; P. falciparum stage V gametocytes, ATP luminescence, 24 h; inhibition, % at 10.9 µM; 0.065% of 150,000 active; AID 743093;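 active means inhibition above the mean plus 3 SD of compounds within the control limits, set per campaign, cut at about 38% in these data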;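 further: 0% = DMSO wells and 100% = medium only without gametocytes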
Cdc42 wt = changes GTP binding to wildtype human Cdc42; GST-Cdc42 beads, Bodipy-GTP binding, flow cytometry; actives lie on both sides; 0.2% of 190,000 active; P60953; percent activity (GTP binding), % at 10 µM;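 active means percent activity GTP binding at least 20 points away from the 100% baseline, either down as inhibitor or up as activator; inconclusive means compound flagged as likely green fluorescent from well-wide comparison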;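 further: median bead fluorescence of bound Bodipy-FL-GTP at 100 nM; 0% = excess unlabeled GTP control and 100% = no compound control; below 100% means less GTP binding so inhibitor and above means activator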
Target sequence (P60953 whole entry, looked up): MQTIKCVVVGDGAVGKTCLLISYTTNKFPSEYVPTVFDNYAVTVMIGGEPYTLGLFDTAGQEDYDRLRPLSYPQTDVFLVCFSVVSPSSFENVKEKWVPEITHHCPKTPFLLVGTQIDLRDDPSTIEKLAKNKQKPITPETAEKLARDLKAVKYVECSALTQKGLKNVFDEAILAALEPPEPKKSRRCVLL
Mcl1-Bid inh = Mcl-1/Bid interaction inhibition; 0.97% of 220,000 active; TR-FRET Mcl-1/Bid-Dy647 peptide binding, 1536-well; Q07820; inhibition, % at 21.7 µM;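 active means compounds that cut the binding signal by more than half at the single screening dose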;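 further: His-tagged Mcl-1 with europium anti-His antibody binding Bid BH3 peptide; 0% = Mcl-1 plus peptide wells and 100% = peptide-only wells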
Target sequence (Q07820 whole entry, looked up): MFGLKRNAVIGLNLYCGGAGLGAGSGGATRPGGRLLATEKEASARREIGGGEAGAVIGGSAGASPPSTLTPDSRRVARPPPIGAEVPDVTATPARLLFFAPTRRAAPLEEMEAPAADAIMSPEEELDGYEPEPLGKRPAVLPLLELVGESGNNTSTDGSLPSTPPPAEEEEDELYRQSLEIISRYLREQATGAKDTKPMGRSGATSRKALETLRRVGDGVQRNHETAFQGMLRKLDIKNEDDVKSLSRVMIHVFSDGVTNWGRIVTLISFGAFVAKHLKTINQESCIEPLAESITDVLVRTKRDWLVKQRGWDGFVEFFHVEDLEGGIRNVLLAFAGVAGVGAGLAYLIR
Rab7 wt GTP bind = modulators of GTP binding to dog Rab7 wildtype GTPase; AID 758; GST-Rab7 beads, fluorescent GTP binding, flow cytometry; actives lie on both sides; untreated = 100%, excess cold GTP = 0%; 0.055% of 190,000 active; GTP binding activity (percent of control), % at 10 µM;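 active means fluorescent GTP binding to Rab7 beads changed by at least 20 points from the 100% baseline, either direction, mostly lower; inconclusive means compound itself probably fluorescent, or too few beads counted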;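 further: median green fluorescence of bound Bodipy-FL-GTP per Rab7 bead population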
Rac1 mut GTP = human Rac1 activated mutant GTP binding change; P63000; GST-Rac1 activated beads, fluorescent GTP binding, flow cytometry; actives lie on both sides; 100% means binding = to untreated wells; percent activity (GTP binding), % at 10 µM; 0.11% of 190,000 active; AID 764;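 active means GTP binding at least 20 percentage points away from the 100% baseline, in either direction, so actives lie on both sides; inconclusive means Compound likely fluorescent itself, or too few beads counted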
HRas wt GTP = modulators of GTP binding to human HRas wildtype; GST-Ras wt beads, Bodipy-FL-GTP binding, flow cytometry; actives lie on both sides; GTP binding activity, % at 10 µM; 0.14% of 190,000 active;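 active means GTP binding activity at least 20% away from the 100% baseline, either lowered as inhibitor or raised as activator; inconclusive means flagged as likely green fluorescent, judged across all proteins in the well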;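 further: 0% = unlabeled GTP competition control and 100% = no-compound control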
Target sequence (P01112 whole entry, looked up): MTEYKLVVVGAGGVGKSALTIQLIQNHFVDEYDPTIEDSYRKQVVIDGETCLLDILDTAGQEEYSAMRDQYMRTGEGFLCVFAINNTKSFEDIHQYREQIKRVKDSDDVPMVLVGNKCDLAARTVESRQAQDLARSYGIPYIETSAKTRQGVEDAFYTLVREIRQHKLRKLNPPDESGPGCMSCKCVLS
GSH bead fluor = compound fluoresces at 488/530 nm on GSH beads; GSH beads flow cytometry, compound fluorescence 488/530 nm; hits give high values; fluorescence (KMESF) at 10 µM; 0.25% of 190,000 active; in the data active means fluorescence above about 89;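 further: glutathione beads carrying GST-tagged Bcl family fusion proteins plus one bare bead set; values are compound well signal with DMSO vehicle wells as background; inactives centre near 16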
Rab2A wt mod = changes GTP binding to wildtype dog Rab2A, up or down. P61105. AID 760. GST-Rab2 wt beads, Bodipy-GTP binding, flow cytometry. GTP binding activity, % at 10 µM. 0.19% of 190,000 active;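 active means GTP binding activity at least 20 points away from 100%, either lowered or raised; inconclusive means signal likely due to the compound's own green fluorescence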;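 further: 0% = beads with excess unlabeled GTP and 100% = no-compound control corrected for plate trend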
Avidin fluor = compound fluoresces at 488/530 nm on avidin beads; compound fluorescence 488/530 nm, flow cytometry; hits give high values; fluorescence (KMESF) at 10 µM; 0.38% of 220,000 active; AID 1775; in the data active means fluorescence above about 47; further: inactives centre near 10
Rac1 wt GTP bind = alters GTP binding to wildtype human Rac1 | P63000 | GST-Rac1 beads, fluorescent GTP binding, flow cytometry; actives lie on both sides; 0 = cold GTP competed, 100 = untreated | GTP binding activity (% of control), % at 10 µM | 0.27% of 190,000 active;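 active means GTP binding activity at least 20 points away from the 100% control level, either lower or higher; inconclusive means compound flagged as likely green fluorescent, judged across all proteins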
Mcl1 Noxa PPI = disrupts binding of human Mcl-1 to Noxa peptide; 1.5% of 220,000 active; TR-FRET Mcl-1/Noxa peptide binding, 2 h; AID 1022; Q07820; inhibition, % at 21.7 µM;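 active means compounds that cut the protein-peptide binding signal by more than 50% relative to plate controls in a single-dose test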;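 further: His-tagged Mcl-1 with rhodamine Noxa BH3 peptide and terbium anti-His antibody; 0% = Mcl-1 plus Noxa peptide wells and 100% = peptide-only wells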
* hit, by the source's call; ? = inconclusive; nt = no result given.

canonical_smiles	Pf gametocyte	Cdc42 wt	Mcl1-Bid inh	Rab7 wt GTP bind	Rac1 mut GTP	HRas wt GTP	GSH bead fluor	Rab2A wt mod	Avidin fluor	Rac1 wt GTP bind	Mcl1 Noxa PPI
CSc1ncc(Cl)c(C(=O)C(C#N)c2nc3c(C)cc(C)cc3c(=O)[nH]2)n1 (stereo not given)	11.5	101.0	18.1	92.0	97.0	98.0	20	96.0	40	108.0	12.9
CNC(=O)COC(=O)c1cc(=O)[nH]c2ccccc12	11.1	98.0	-14.7	101.0	100.0	100.0	7	102.0	13	98.0	-12.5
O=S(=O)(c1ccc(Cl)cc1)c1snnc1-c1ccccc1	nt	102.0	-25.1	100.0	97.0	102.0	11	100.0	11	107.0	-10.8
Cc1ccc(-c2nc(CS(=O)CC(=O)NCc3ccc(Cl)cc3)c(C)o2)cc1 (stereo not given)	nt	102.0	12.9	100.0	98.0	102.0	16	101.0	29	103.0	-14.4
O=C(NNC1OC(CO)C(O)C(O)C1O)c1cccnc1 (stereo not given)	-1.4	96.0	-29.9	99.0	97.0	99.0	14	99.0	11	98.0	7.7
CC(C)Oc1ccc(N2CC(C(=O)Nc3ccccc3F)CC2=O)cc1 (stereo not given)	-18.4	100.0	2.0	99.0	98.0	99.0	42	98.0	6	103.0	-12.8
O=C(c1cccnc1)N1CCN(C(=O)c2cccs2)CC1	-18.5	109.0	-11.5	105.0	103.0	108.0	17	105.0	18	108.0	1.0
CC(=O)c1cccc(NC(=O)CSc2nnc(-c3cccnc3)o2)c1	nt	101.0	3.1	100.0	100.0	100.0	16	101.0	21	105.0	-4.4
COC(=O)c1ccc(Oc2nc(N3CCCCC3)nc(N3CCOCC3)n2)cc1	nt	98.0	-5.4	96.0	96.0	98.0	42	97.0	20	95.0	-2.4
COc1ccccc1NC(=O)CCS(=O)(=O)c1ccccc1	nt	97.0	-10.9	102.0	96.0	100.0	55	99.0	10	104.0	0.5
O=C(CCN1C(=O)c2ccccc2C1=O)N1CCN(C(=O)c2ccccc2)CC1	13.0	100.0	-2.5	99.0	98.0	99.0	33	101.0	18	102.0	5.1
COCCNC(=S)Nc1cc(OC)c(OC)cc1C#N	15.6	60.0*	-14.9	86.0	80.0	67.0*	8	59.0*	8	57.0*	23.7
Cc1c(CCOC(=O)c2cc([N+](=O)[O-])cc([N+](=O)[O-])c2)sc[n+]1CC(=O)c1ccc(Br)cc1	-14.0	100.0	-10.4	109.0	99.0	97.0	12	99.0	10	99.0	30.0
CCn1c(SCC(=O)N(C(C)C)C(C)C)nnc1-c1cc2ccccc2cc1O	8.2	101.0	-32.6	104.0	99.0	102.0	19	100.0	16	102.0	7.1
CC(Cc1ccccc1)C(=O)Nc1ccccc1 (stereo not given)	nt	105.0	-5.7	97.0	100.0	102.0	18	104.0	9	110.0	12.0
O=C(c1cccc2ccccc12)C1CCCN(C(=O)CCc2cnccn2)C1 (stereo not given)	9.9	95.0	-15.3	103.0	96.0	100.0	13	96.0	11	101.0	14.0
O=C1C2CCCN2C(c2ccccc2F)N1c1ccc(F)cc1 (stereo not given)	26.1	96.0	-7.2	95.0	93.0	96.0	36	95.0	12	95.0	nt
Cc1cccc(C(=O)NC2CCN(C(=O)N3CCOCC3)CC2)c1	nt	111.0	-4.2	105.0	104.0	108.0	18	108.0	38	110.0	9.6
CCN(CC)c1ccc(CN2CCC(C(=O)NCc3ccc(C)cc3)CC2)cc1	4.1	92.0	-9.3	100.0	95.0	95.0	11	98.0	7	95.0	23.5
CC(C)CC1C(C#N)=C(N)Oc2n[nH]c(-c3ccccc3)c21 (stereo not given)	nt	101.0	-16.5	95.0	101.0	99.0	14	100.0	7	101.0	7.8
CCOC(=O)c1ccccc1NC(=O)c1cc2sccc2n1C	nt	86.0	-8.8	94.0	90.0	88.0	11	93.0	23	81.0	1.3
Cc1ccc(-c2nn(-c3cccc(F)c3)cc2CNCc2cccnc2)o1	10.7	95.0	-29.1	99.0	96.0	98.0	15	98.0	1	96.0	18.8
O=C(O)CN1CCNCC1	nt	109.0	-21.0	105.0	103.0	108.0	19	109.0	9	106.0	-10.6
Cc1cc(Cl)ccc1N(CC(=O)NCCSCc1ccco1)S(C)(=O)=O	-12.9	99.0	-17.8	105.0	97.0	100.0	15	100.0	11	100.0	8.5
CCNc1nc(NCC)nc(SCCOC(=O)Nc2ccccc2)n1	-15.9	102.0	-5.5	100.0	101.0	102.0	15	101.0	4	104.0	-1.2
CCOC(=O)N1CCN=C1SCc1ccc(Cl)c(Cl)c1	-9.7	95.0	8.9	105.0	94.0	99.0	9	97.0	29	96.0	3.9
CCC(Oc1ccccc1)C(=O)Nc1ccc(S(=O)(=O)NCC2CCCO2)cc1 (stereo not given)	-27.5	101.0	-30.4	104.0	100.0	105.0	13	104.0	17	105.0	-2.7
CN(C)/C=N/C(=S)Nc1cc(Cl)cc(Cl)c1	-2.6	97.0	-47.5	100.0	95.0	97.0	18	97.0	6	96.0	9.7
CCN(CC)CC(=O)Nc1ccc(-c2ccc(NC(=O)CN(CC)CC)c(OC)c2)cc1OC	nt	95.0	-13.8	94.0	94.0	94.0	16	97.0	9	96.0	4.6
O=C1c2cnccc2CN1Cc1ccccc1	nt	97.0	-23.9	99.0	97.0	100.0	24	98.0	25	103.0	8.8
O=C(O)c1ccccc1CSc1ccccn1	-5.0	113.0	-2.7	98.0	108.0	102.0	15	105.0	32	112.0	4.0
N#CCSc1nc(-c2ccccc2)c2cc(Cl)ccc2n1	2.5	101.0	-5.8	104.0	101.0	102.0	21	101.0	11	105.0	-0.4
Cc1ccc(NC(=O)CSc2nnc(Cn3cnc4ccccc43)o2)c(C)c1	nt	105.0	-10.6	101.0	102.0	104.0	20	102.0	35	104.0	4.6
NC(=O)C1(N2CCCCC2)CCN(C(=O)c2ccc(C#Cc3ccccc3)o2)CC1	17.4	101.0	-6.6	105.0	103.0	103.0	14	106.0	12	106.0	4.2
COc1cccc(OCC(O)CN2CCOCC2)c1 (stereo not given)	nt	97.0	-18.2	97.0	99.0	98.0	75	99.0	10	102.0	12.9
CCN(CC)C(=O)CN1C(=O)C2(NC(=O)c3ccccc3N2)c2ccccc21 (stereo not given)	nt	96.0	-7.3	95.0	95.0	96.0	18	96.0	5	99.0	1.5
O=C(NCc1ccncc1)C(=O)NC1CC1	nt	102.0	-20.3	106.0	100.0	100.0	18	100.0	6	102.0	-1.7
O=C(C1Cc2ccccc2O1)N1CCCCC1 (stereo not given)	23.9	105.0	-20.6	104.0	100.0	104.0	28	103.0	4	107.0	-2.1
O=C(COC(=O)c1ccc([N+](=O)[O-])s1)NC(=O)NCc1ccccc1	nt	92.0	-8.6	97.0	95.0	92.0	21	96.0	10	94.0	14.9
COc1ccc(-c2[nH]ncc2-c2cscn2)c(O)c1	-8.2	92.0	-26.6	96.0	94.0	95.0	24	94.0	8	93.0	16.3
COc1ccc(C(=O)c2c[nH]c(C(=O)NCc3ccco3)c2)cc1	-15.0	106.0	-47.8	102.0	103.0	106.0	22	107.0	1	106.0	-0.7
CCOc1ccc2oc(-c3ccccc3)c(C(=O)N3CCN(C)CC3)c2c1	-31.2	?	-7.0	?	?	?	11	?	8	?	5.9
C=CCC1c2cccc(C(=O)O)c2C(=O)N1c1ccc(F)cc1 (stereo not given)	-4.3	103.0	-2.2	97.0	100.0	99.0	28	100.0	12	105.0	2.3
COc1ccc(C(=O)CCC(=O)O)cc1	nt	102.0	-25.2	100.0	99.0	103.0	23	101.0	6	106.0	0.1
CCn1c(=O)cc(OCC(=O)NCCCN2CCC(C)CC2)c2ccccc21	-9.9	101.0	-2.1	103.0	99.0	101.0	41	100.0	8	106.0	24.3
CCSc1ccccc1C(=O)Nc1nncs1	nt	102.0	-33.2	102.0	97.0	103.0	16	103.0	13	98.0	15.4
CCOc1ccc(C2C(C#N)=C(C)NC3=C2C(=O)c2ccccc23)cc1 (stereo not given)	10.6	101.0	-17.6	98.0	100.0	100.0	17	99.0	38	103.0	23.8
Cc1ccccc1OCC(O)Cn1c(NCc2ccco2)nc2c1c(=O)n(C)c(=O)n2C (stereo not given)	8.0	103.0	-54.0	101.0	103.0	104.0	6	102.0	8	107.0	9.9
Cc1onc(-c2ccccc2)c1C(=O)NCCc1ccc(S(N)(=O)=O)cc1	4.7	95.0	2.7	97.0	95.0	96.0	53	94.0	12	93.0	-0.1
CCCCN(CC)CCNc1c(NC2CCN(C(=O)OCC)CC2)c(=O)c1=O	nt	100.0	-5.8	102.0	102.0	102.0	25	102.0	8	103.0	47.1

New compounds follow
canonical_smiles	Pf gametocyte	Cdc42 wt	Mcl1-Bid inh	Rab7 wt GTP bind	Rac1 mut GTP	HRas wt GTP	GSH bead fluor	Rab2A wt mod	Avidin fluor	Rac1 wt GTP bind	Mcl1 Noxa PPI
Cc1ccc(NC(=S)N(Cc2ccccc2)Cc2cccs2)c(C)c1	15.5	100.0	-18.0	103.0	96.0	99.0	15	99.0	12	96.0	-7.9
COc1ccc(NC(=O)c2c(Nc3ccccc3)sc(C(=O)c3ccc(F)cc3)c2N)cc1	14.3	105.0	-10.1	101.0	99.0	102.0	17	101.0	6	104.0	3.1
C=CCn1c(-c2cccn(Cc3ccc(Cl)cc3Cl)c2=O)n[nH]c1=S	10.1	?	-39.5	?	?	?	21	?	16	?	12.2
C=CCNC(=O)CSc1nc2cc(C(=O)OCC)ccc2n1CC	nt	95.0	2.0	93.0	96.0	95.0	9	95.0	6	96.0	15.0
CC(Oc1ccccc1F)C(=O)NN (stereo not given)	-7.2	101.0	2.7	103.0	101.0	102.0	11	97.0	4	106.0	4.1
COc1cc(OC)cc(C(=O)Nc2ccc(-c3nc4ccccc4o3)cc2)c1	-30.6	97.0	-25.4	100.0	99.0	100.0	16	98.0	5	103.0	-25.2
COc1cc(/C=C(\C#N)C(=O)N2CCOCC2)cc(Br)c1O	9.4	103.0	-33.8	103.0	98.0	100.0	10	99.0	23	102.0	17.9
Cc1ccc(-n2c3c(c(=O)[nH]c2=O)C(NS(=O)(=O)c2ccc(C)cc2)(C(F)(F)F)C(=O)N3)cc1 (stereo not given)	nt	99.0	-70.5	99.0	97.0	98.0	15	99.0	17	102.0	-28.6
c1ccc(-c2noc(CN3CCc4sccc4C3)n2)cc1	-6.8	98.0	-22.3	106.0	96.0	98.0	12	99.0	10	99.0	6.4
